# Assay outcomes: PubChem BioAssay, several laboratories
# ABHD5-PLIN5 inh: ABHD5-PLIN5 protein interaction inhibition; inhibition, % at 4 µM; 0.78% of 360,000 active; Q00G26+Q8WTS1; Split G. princeps luciferase complementation, luminescence, 4 h;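 active means inhibition above the mean inhibition across every tested compound plus 3 SD, cut at about 22% in these data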;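 further: 0% = DMSO only wells and the 100% control is not disclosed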
# NOD2-RIPK2 inh: blocks binding of human NOD2 to RIPK2; AID 624267; inhibition, % at 4.98 µM; 0.38% of 360,000 active; CHO BLA complementation NOD2-RIPK2, CCF4 ratio; in the data active means inhibition above about 21%;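 further: 0% = vehicle only and 100% = reference blocker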
# ABCB6 inh MLPCN: inhibitors of human ABC transporter ABCB6 | Q9NP58 | K562-ABCB6 porphyrin accumulation, flow cytometry, 1 h; stronger effect = lower value | fluorescence ratio to DMSO, % at 10 µM | 0.19% of 360,000 active | AID 602162;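 active means fluorescence ratio to DMSO below 75%, the collection mean minus 3 SD; inconclusive means too few cells collected in the well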;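 further: signal is porphyrin accumulated inside mitochondria; 100% equals median channel fluorescence of DMSO control wells; lower ratio means ABCB6 inhibition with less porphyrin fluorescence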
# Target sequence (Q9NP58 whole entry, looked up): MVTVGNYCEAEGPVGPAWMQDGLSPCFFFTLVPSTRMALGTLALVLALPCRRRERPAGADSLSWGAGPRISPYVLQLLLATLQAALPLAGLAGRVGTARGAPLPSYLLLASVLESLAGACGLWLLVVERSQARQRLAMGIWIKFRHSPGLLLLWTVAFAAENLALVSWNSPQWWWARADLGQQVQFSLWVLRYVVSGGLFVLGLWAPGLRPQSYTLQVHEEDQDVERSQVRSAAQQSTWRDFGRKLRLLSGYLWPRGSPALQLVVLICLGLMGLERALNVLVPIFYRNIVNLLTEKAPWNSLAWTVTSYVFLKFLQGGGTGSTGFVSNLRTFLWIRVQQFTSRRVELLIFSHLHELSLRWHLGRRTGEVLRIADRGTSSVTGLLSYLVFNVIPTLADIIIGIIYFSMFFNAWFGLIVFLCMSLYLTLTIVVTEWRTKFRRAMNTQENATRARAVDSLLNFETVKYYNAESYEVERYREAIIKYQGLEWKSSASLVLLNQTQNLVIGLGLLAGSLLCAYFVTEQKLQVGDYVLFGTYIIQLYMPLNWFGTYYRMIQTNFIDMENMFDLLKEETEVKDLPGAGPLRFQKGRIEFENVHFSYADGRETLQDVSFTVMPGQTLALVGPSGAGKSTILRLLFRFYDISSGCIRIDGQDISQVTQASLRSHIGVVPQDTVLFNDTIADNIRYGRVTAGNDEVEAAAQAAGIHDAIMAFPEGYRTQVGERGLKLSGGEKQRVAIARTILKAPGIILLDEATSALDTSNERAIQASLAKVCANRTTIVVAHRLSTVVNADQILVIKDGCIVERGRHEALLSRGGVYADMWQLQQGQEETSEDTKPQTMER
# MC4R barr agon: activates human MC4R beta-arrestin recruitment | P32245 | U2OS MC4R beta-arrestin complementation, luminescence; percent of melanotan II response, DMSO zero | activation, % at 8.9 µM | 0.98% of 360,000 active;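 active means activation above a per-plate cutoff, the mean activation of sample wells on that plate plus 3 SD, cut at about 8% in these data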
# TLR9-MyD88 block: inhibitors of human TLR9-MyD88 binding; Q9NR96+Q99836; CHO BLA complementation TLR9-MyD88, CCF4 FRET ratio; inhibition, % at 4.98 µM; 0.21% of 340,000 active; AID 504734;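 active means inhibition above the mean over all tested compounds plus 3 SD, cut at about 21% in these data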;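 further: 0% = DMSO only wells and 100% = clavulanate BLA inhibitor control wells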
# Glyco luc inh: N-linked glycosylation inhibition; D54 ERlucT glycosylation luciferase reporter, 24 h; percent of 100 nM tunicamycin response; reporter increase, % at 12.5 µM; 0.23% of 360,000 active; AID 588692;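 active means mean luciferase reporter signal, scaled so untreated is 0 and the glycosylation-blocking control 100, at or above a set limit in every replicate; inconclusive means mean reaches the limit but not every replicate does; inactive means mean below the limit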;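 further: luciferase carries N-glycosylation sites so blocking glycosylation raises the light; 0% = median of neutral control wells and 100% = median of 100 nM tunicamycin wells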
# aDG glyco up: increases alpha dystroglycan glycosylation; 0.22% of 360,000 active; Pro5-aDG cells, alpha-DG glycosylation AlphaScreen (IIH6); 0% Pro5, 100% B10-LARGE cell signal; AID 624168; activation, % at 10 µM;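 active means activation of at least 8% versus controls, or a plate z-score of at least 8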;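 further: Pro5 are CHO cells carrying HIG-tagged alpha-DG that lacks glycosylation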
# Granule exo inh: blocks lytic granule exocytosis; 0.66% of 360,000 active; inhibition, % at 10 µM; TALL-104 LAMP-1 surface exposure, flow cytometry; cells stimulated with thapsigargin and PMA;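 active means inhibition above about 55%, limit read from the data; inconclusive means no clear call, values can overlap the other calls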
# MC4R antag cAMP: blocks human MC4R cAMP signaling; P32245; MC4R-expressing cells, MTII-stimulated cAMP, LANCE TR-FRET; inhibition, % at 6.5 µM; 0.48% of 360,000 active; AID 540295;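 active means inhibition above its plate's cutoff, the mean of tested wells on that plate plus 3 SD, cut at about 29% in these data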;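 further: 0% = Melanotan II alone and 100% = Melanotan II plus saturating MCL0020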
#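 System: U2OS-MC4R stable cell line; Technique: Eu-cAMP/anti-cAMP TR-FRET, emission 671 nm; Repeats: single well per compound; Also added: Melanotan II; Dosing: one concentration, 6.5 µM nominal; Schedule: 30-min compound, 1-h challenge, 1-h detection, room temperature.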
# Vif imaging: blocks HIV Vif function; HEK293T cells, Vif self-association by quenched fluorescence, imaging, 24 h; inhibition, % at 7.49 µM; 0.35% of 340,000 active; in the data active means inhibition above about 50%, passing the limit was not always enough; inconclusive means no clear call, values can overlap the other calls; inactive means below about 31%; further: some results filed as inactive read as strong as hits
# An asterisk follows results filed as active; u = inconclusive; x = no result given. The list is partial; the hit share may differ from the screen's.
SMILES,ABHD5-PLIN5 inh,NOD2-RIPK2 inh,ABCB6 inh MLPCN,MC4R barr agon,TLR9-MyD88 block,Glyco luc inh,aDG glyco up,Granule exo inh,MC4R antag cAMP,Vif imaging
CCCCCC(NC(=O)C1CCN(C(=O)[C@@H](NS(=O)(=O)c2ccc(C)cc2)C(C)C)CC1)C(=O)O (stereo partly specified),-1,-1,102,1.7,-5,2,-0.2,-1,6,3
COc1ccc(-c2cc3ccccc3oc2=O)cc1,-10,-10,106,0.3,11,-7,0.3,-13,4,-16
O=C(NCc1ccccc1CN1CCCC1)C1CCN(S(=O)(=O)c2ccc(Cl)cc2)CC1,9,-3,101,1.7,-5,-2,-0.2,-1,-2,-3
COC(=O)Cc1c(C)c2ccc(OCC(=O)N3CCOCC3)cc2oc1=O,5,2,96,0.3,0,0,-0.2,-2,3,-2
CN(/N=C/c1cccc(Br)c1)C1=NS(=O)(=O)c2ccccc21,-1,7,100,0.9,4,6,0.1,20,14,10
COc1ccc(N2CCN(C(=S)NC(C)c3ccccc3)CC2)cc1 (stereo unspecified),-6,-5,102,-1.8,-1,-1,0.9,8,12,0
CC(=O)n1cc([C@@H]2C=C(C(=O)NCc3ccccc3)O[C@H](OCCCCO)C2)c2ccccc21,3,2,105,0.3,-2,5,-0.2,0,7,-2
CC(=O)Nc1cccc(NC(=O)CS(=O)(=O)c2cn(CC(=O)N(C(C)C)C(C)C)c3ccccc23)c1,-7,7,99,0.0,-9,2,0.0,3,0,-7
CC1=C(C(=O)N2CCCCCC2)CC(CC(=O)NC2CCCCC2)C(=O)N1Cc1ccc(C(C)(C)C)cc1 (stereo unspecified),-6,3,100,x,x,8,0.0,-4,x,26
O=C(CSC1=NS(=O)(=O)c2ccccc2N1)Nc1ccc(F)cc1,12,-8,100,-0.5,-2,-1,-0.2,0,6,-1
O=C(CN(C(=O)c1csnn1)c1ccc(F)c(Cl)c1)NCc1ccc(F)cc1,5,1,100,-1.5,-3,1,0.0,4,13,0
Cc1ccc(S(=O)(=O)NCc2ccc3[nH]c(C)cc3c2)cc1,-11,-6,101,1.5,-14,12,0.0,-15,21,0
COC(=O)/C=C1/N/C(=N\c2nc(C)cc(C)n2)N(c2cccc(C)c2)C1=O,3,-6,105,-1.9,-6,2,0.6,-5,2,-5
CCOc1ccc2nc(SCc3ccc(CC(=O)O)cc3)c(C#N)cc2c1,-10,3,96,-1.9,3,3,0.1,20,21,11
O=C(NCc1cccc(Br)c1)C1CC(c2cc(C(F)(F)F)cc(C(F)(F)F)c2)=NO1 (stereo unspecified),2,-3,95,0.3,-2,1,-0.3,-4,6,-5
CCN(CC)CCCNC(=O)Cn1cc2c(n1)CCC(C)C2 (stereo unspecified),-3,-1,109,-1.4,-11,2,-0.1,11,1,-4
CCOc1ccccc1NC(=S)NC1CCCCC1,-4,-10,99,-0.2,-5,-2,0.3,-2,-1,9
CCOc1ccc(CCN2C(=S)N([C@@H](Cc3ccc(O)cc3)CN3CCC[C@@H]3CN3C(=S)NC[C@@H]3CC(C)C)C[C@@H]2Cc2ccccc2)cc1,19,-6,101,x,x,-2,1.2,13,x,15
Cn1ccc2cc(OCc3ccccc3)ccc21,0,-5,95,0.7,-24,-8,-0.1,-13,3,-3
O=C(CSc1nc2ccccc2o1)NC1CCCC1,0,-13,94,-2.4,5,2,-0.3,-5,5,3
CC(=O)C1=C(c2ccccc2)OC(N)=C(C#N)C1c1ccccc1F (stereo unspecified),1,6,98,-1.4,-5,2,0.2,-8,4,1
COc1ccc(/C=C(/NC(=O)c2ccc(OC)c(OC)c2)C(=O)NCCc2c[nH]c3ccccc23)cc1,1,-5,99,-0.8,-3,-3,-0.2,-3,-4,-6
CCCCCC(=O)N1C[C@H](n2cc(C3CC3)nn2)[C@@H](O)C[C@@H]1c1ccc(Cl)cc1,0,-12,98,0.1,-5,1,0.1,3,-1,-1
Cc1ccccc1/C(N)=N/OC(=O)N1c2ccccc2Sc2ccccc21,-8,-1,130,0.6,4,2,0.4,1,1,-4
COc1cc(-c2csc(NC3CCCCC3)n2)cc(OC)c1OC,-4,-9,104,0.9,-6,-3,-0.1,9,14,-1
Cc1cc(S(=O)(=O)Nc2nc(CN3CCOCC3)nc3sc4c(c23)CCCC4)ccc1F,-6,-1,98,-0.8,-2,0,-0.1,0,7,-2
O=C(Nc1nc2ccccc2s1)Nc1ccc(F)cc1F,-7,-15,91,3.4,-2,-5,0.1,-4,0,-5
CC(=O)NCCc1nc2cc(NC(=O)c3cccs3)ccc2n1C,1,3,98,-2.5,-5,-1,0.0,0,2,-2
CC1=NNC(=O)/C1=C\c1cn(-c2ccccc2)nc1-c1ccc(F)cc1,6,4,92,3.2,0,-10,-0.8,66*,31*,13
C#CCN(C[C@@H]1[C@@H](OC(=O)NCCCCCC)[C@@H](OC(=O)NCCCCCC)Cn2c(=O)n(CCCCCC)c(=O)n21)S(=O)(=O)c1ccc(C)cc1,8,-5,97,0.4,7,-4,0.2,6,1,-2
COc1ccc(CN2C(=O)c3ccccc3C2=O)cc1C(=O)N(C)CC(=O)Nc1ccc(C)cc1,4,-4,91,-4.0,7,-2,-0.2,2,3,x
O=C(Nc1cc(S(=O)(=O)Nc2ccccc2Cl)ccc1O)c1ccc(F)cc1F,-10,-7,95,2.0,-11,-1,0.0,-4,12,-23
CN(C(=O)COc1coc(CN2CCN(c3ccccc3)CC2)cc1=O)c1ccccc1,-11,-3,103,-1.1,4,1,0.2,6,3,9
O=C(NC(C(=O)c1ccccc1)N1CCOCC1)c1ccccc1 (stereo unspecified),2,2,96,-0.4,-19,-3,0.1,-2,4,-2
O=C(Nc1ccc(Br)cc1F)C1CC(=O)N(C2CCCCC2)C1 (stereo unspecified),5,-10,98,-1.6,-11,0,-0.3,-6,12,2
Cc1ccc(Cl)c(OCCN2CCCC(C)C2)c1 (stereo unspecified),-2,-10,97,-0.3,9,2,0.1,1,1,-4
Cc1ccc(C(=O)Nc2ccccc2C(=O)Nc2ccccn2)cc1Cl,-7,-10,101,1.6,4,-7,-0.1,2,7,-4
COC(=O)[C@@]12CCCCN1[C@H](c1ccc(-c3cccc(Cl)c3)c(OC)c1)[C@H]1C(=O)N(C)C(=O)[C@H]12,2,-3,96,0.0,2,-2,0.0,-3,17,-2
COC(=O)CSc1nc2cc(OC)ccc2n1C,-5,-3,97,-1.9,-8,2,0.1,2,-3,1
CC1(C(=O)Nc2ccc3c(c2)OCCO3)CN(S(C)(=O)=O)CC(=O)N1CCc1ccccc1F (stereo unspecified),-4,-18,x,x,x,x,-0.1,-1,x,x
CCOCCCNCc1ccc(OC)cc1,3,-20,96,-2.3,-10,1,0.2,3,-4,-8
COc1ccc(C=NCCCN2CCOCC2)cc1,-1,-6,102,0.5,-3,1,0.0,0,-1,1
COc1nc2ccccc2nc1N1CCN(c2ccc(F)cc2)CC1,9,0,105,-0.3,8,0,0.2,0,12,2
COc1ccc(C(=O)OCC(=O)c2ccc3c(c2)NC(=O)CO3)cc1OC,2,-13,93,-1.6,-1,1,-0.2,0,3,14
Cc1ccc(C)c(NC(=O)N2CCc3ccccc3C2)c1,1,-4,99,-2.4,11,1,0.3,8,11,-5
O=C(C[C@H]1C(=O)N(Cc2cccnc2)C[C@@H]1Cc1ccccc1)Nc1ccc(Br)cc1,-5,10,84,-1.4,-17,-1,-0.1,16,-1,-1
CCN(C1CCCCC1)S(=O)(=O)c1ccc(S(=O)(=O)N(CC(=O)Nc2ccccc2)C2CC2)cc1,4,-3,102,4.2,-7,-3,0.2,2,7,-5
CCCNC(=O)NCc1ccc(N2CCCC2=O)cc1,-3,-3,99,-1.5,11,-1,0.1,3,7,0
O=C(CSc1ncc(-c2ccccc2)nn1)NCc1ccco1,6,-22,100,-1.5,-3,0,0.2,2,0,5
CN1C(=O)C2ON(c3ccccc3)C(c3cccs3)C2C1=O (stereo unspecified),-1,1,156,-0.5,-6,2,0.2,-2,7,-18
CCCCCN1C=CC=C/C1=C\C=C(C#N)C#N,6,0,98,-2.1,x,0,0.0,3,-7,0
COc1ccc(Cl)cc1NC(=O)c1cc(C)no1,-1,-3,94,-1.2,0,4,-0.1,4,12,-8
COc1ccc(-n2nc(C(=O)NCC(=O)NC3CCCC(C)C3C)c3ccccc3c2=O)c(OC)c1 (stereo unspecified),0,0,165,0.0,6,-6,0.2,12,-2,0
CCN1C(=O)c2ccccc2S(=O)c2ccc(C(=O)NC3CC3)cc21 (stereo unspecified),1,-12,100,-0.4,-2,1,0.1,-3,4,1
Cc1cc(-c2nc3ccccc3c(=O)o2)ccc1[N+](=O)[O-],-1,2,103,1.5,-1,0,-0.1,0,12,-2
CCCc1nc2c(nnn2Cc2ccccc2Cl)c(=O)[nH]1,1,-4,105,-0.1,-6,-1,0.1,1,-6,1
CCOC(=O)c1c(C2COc3ccccc3O2)csc1NC(=O)c1ccco1 (stereo unspecified),-10,3,94,-2.0,-11,4,0.2,22,-1,-4
COc1ccc(-c2ccccc2)cc1NC(=O)[C@@H]1O[C@H](CO)[C@@H](O)[C@H]1O,-2,12,100,-3.0,x,-1,-0.2,-7,8,3
CC(=O)N1c2ccc(S(=O)(=O)N3CCCC(C(=O)Nc4cccc(F)c4)C3)cc2CC1C (stereo unspecified),6,-1,98,0.2,-3,-2,1.9,1,1,x
Cn1ccnc1SCc1ccc(Cl)cc1Cl,-8,-4,97,0.1,-6,-1,0.0,-1,23,9

# Compound profiles (already shown). Order of values: ABHD5-PLIN5 inh	NOD2-RIPK2 inh	ABCB6 inh MLPCN	MC4R barr agon	TLR9-MyD88 block	Glyco luc inh	aDG glyco up	Granule exo inh	MC4R antag cAMP	Vif imaging
# CCOC(=O)c1c(C2COc3ccccc3O2)csc1NC(=O)c1ccco1 (stereo unspecified) is listed as -10	3	94	-2.0	-11	4	0.2	22	-1	-4
# Cn1ccnc1SCc1ccc(Cl)cc1Cl is listed as -8	-4	97	0.1	-6	-1	0.0	-1	23	9

# New compounds follow
SMILES,ABHD5-PLIN5 inh,NOD2-RIPK2 inh,ABCB6 inh MLPCN,MC4R barr agon,TLR9-MyD88 block,Glyco luc inh,aDG glyco up,Granule exo inh,MC4R antag cAMP,Vif imaging
O=C(NC1=NCCS1)c1ccc(Cl)c(S(=O)(=O)N2CCCC2)c1,-5,1,94,0.9,-4,2,0.3,-4,32*,10
Cc1nn(C)cc1/C=N/NC(=O)Cn1nccc1C,3,-2,100,-0.3,-8,0,-0.1,-4,4,-4
CSCCC(NC(=O)c1ccccc1)C(=O)NCCCn1nc(C)cc1C (stereo unspecified),-3,1,99,-0.9,3,2,-0.1,-4,4,u
CCOC(=O)C(C)Sc1nc(=O)n2ccccc2n1 (stereo unspecified),-3,-7,105,0.2,-5,1,-0.6,-2,7,2
Cn1ncc(N=Cc2ccccc2)c1C(N)=O,-1,-2,98,-1.4,-9,7,0.1,-2,8,-8
O=C(CCNS(=O)(=O)c1ccccc1)NCCCSc1ccccc1,-4,-4,98,-2.6,-3,2,0.4,0,-8,13
Nn1c(SCC(=O)Nc2ccc(F)cc2F)nnc1-c1cccnc1,-2,-12,101,-2.6,-3,1,0.0,3,10,3
